# Screens from PubChem.
# LYP inhibition: PTPN22 lymphoid phosphatase activity blockers – biochemical, fluorescence intensity, uHTS (AID 1779). recombinant LYP phosphatase, fluorescence intensity; higher % means a stronger effect. inhibition, % at 11.5 µM, or IC50 in µM where a hit was titrated. hit rate 0.054% among 290,000; in the data active means inhibition above about 50%;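 further: plate controls were vehicle with enzyme for no effect and no enzyme for full effect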
# NTR1 ag: NTR1-driven beta-arrestin-GFP spot formation – imaging, U2OS cells, high content, primary screen (AID 493036) | agonist mode | activation, % at 20 µM | hit rate 0.17% among 330,000;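 active means activation at or above 40% of the spot to cytoplasm intensity ratio, with at least 20 cells analyzed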;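 further: 0% = DMSO without peptide and 100% = 100 nM NTR1 peptide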
# Target sequence (P30989 whole entry, looked up): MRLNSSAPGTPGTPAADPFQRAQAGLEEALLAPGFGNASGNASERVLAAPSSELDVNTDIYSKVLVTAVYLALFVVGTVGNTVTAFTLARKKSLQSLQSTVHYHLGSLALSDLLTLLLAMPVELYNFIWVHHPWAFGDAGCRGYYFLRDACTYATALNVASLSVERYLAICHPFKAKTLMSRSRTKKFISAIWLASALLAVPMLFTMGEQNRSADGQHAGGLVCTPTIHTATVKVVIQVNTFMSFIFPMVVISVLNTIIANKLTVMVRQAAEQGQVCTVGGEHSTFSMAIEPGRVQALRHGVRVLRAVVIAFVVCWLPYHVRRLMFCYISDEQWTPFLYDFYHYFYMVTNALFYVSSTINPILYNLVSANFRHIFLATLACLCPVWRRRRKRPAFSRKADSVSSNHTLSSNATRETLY
# GPR35 arrestin U2OS: GPR35 antagonists blocking zaprinast-driven arrestin recruitment, primary screen, imaging, U2OS, beta-arrestin-GFP, zaprinast agonist (AID 2058) | inhibition, % at 10 µM; hits with a dose series show IC50 in µM | hit rate 0.052% among 290,000 | U2OS GPR35 beta-arrestin-GFP translocation imaging, zaprinast antagonism; higher % means a stronger effect;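 active means inhibition of at least 50% with at least 30 cells and total cytoplasm GFP at most 10,000,000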
# AID2073: inhibitors of Mint1-CaV2.2 protein interaction, biochemical, HTRF (AID 2073). inhibition, % at 20 µM; hits with a dose series show IC50 in µM. hit rate 0.19% among 290,000. HTRF protein-protein interaction, Mint1-CaV2.2; higher % means a stronger effect; in the data active means inhibition mostly above about 51%, no sharp cut-off; further: some results filed as inactive read as strong as hits
# WT yeast gro inh: growth inhibition of WT yeast, mitochondrial fusion screen; AID 1362; inhibition, % at 10 µM; hit rate 2.1% among 190,000; mitochondrial fusion phenotypic screen, WT strain; in the data active means inhibition above about 58%; tested in S. cerevisiae
# RSV CPE inhibition: RSV antiviral activity via CPE protection, HEp-2 cells, primary 10 µM value included (AID 2391). HEp-2 cells, RSV-induced CPE inhibition; higher % means a stronger effect. CPE inhibition, % at 10 µM, or IC50 in µM where a hit was titrated. hit rate 0.13% among 310,000; in the data active means a potency from the dose series; further: strong numbers were not always called active
# Autophagy HCS: alters autophagy in cells. MEF GFP-LC3 puncta imaging; test concentration mostly 10 µM. calls only at 10 µM (by protocol). hit rate 0.98% among 190,000. AID 463193;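 active means percentage of spot-positive cells more than 3 SD above its plate mean, without a fluorescence outlier flag or 80% toxicity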;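 further: spot-positive cell cutoff set from DMSO-treated cells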
# K1F lysis inhibition: inhibition of K1F phage lysis, E. coli UTI89, bacterial capsule biogenesis inhibitors, alamar blue (AID 488966). E. coli UTI89 K1F phage lysis, alamar blue, 2 h; higher % means a stronger effect. inhibition, % at 100 µM; hits with a dose series show IC50 in µM. hit rate 0.02% among 340,000;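 active means phage lysis inhibition, versus mean bacterial control, above a set limit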;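 further: capsule biogenesis inhibitors block K1F phage lysis so surviving cells raise fluorescence; higher fluorescence means more inhibition of phage lysis; actives were called in the ten point dose series up to 300 µM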
# NS5 inhibitors: Dengue-2 NS5 methyltransferase inhibitors, primary screen, biochemical, confirmation dose response (AID 588689); Dengue-2 NS5 methyltransferase capping enzyme assay, biochemical; higher % means a stronger effect; hit rate 0.3% among 340,000; inhibition, % at 25 µM, or IC50 in µM where a hit was titrated; in the data active means a potency from the dose series
# WT yeast gro inh mutant strain: recorded beside WT yeast gro inh, whose call it bears; inhibition, %; mitochondrial fusion phenotypic screen, mutant strain inhibition
# Autophagy HCS cell loss 18 h: further read-out of Autophagy HCS, marked with its call; toxicity, %; measured here: cell loss, nuclei count;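 cell loss after 18 h compound exposure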
# NTR1 ag cell count 20 µM: second read-out of NTR1 ag, no call of its own (marks repeat the call); cell count; measured here: cell count, cytotoxicity flag
# NS5 inhibitors pilot replicate: also measured in NS5 inhibitors; calls as there; inhibition, %; measured here: pilot screen replicate inhibition
# The depositor's hits bear a star; i = inactive; nt = no result given; [ ] = remark or other dose.
SMILES,LYP inhibition,NTR1 ag,NTR1 ag cell count 20 µM,GPR35 arrestin U2OS,AID2073,WT yeast gro inh,WT yeast gro inh mutant strain,RSV CPE inhibition,Autophagy HCS,Autophagy HCS cell loss 18 h,K1F lysis inhibition,NS5 inhibitors,others
COc1ccc(NC(=O)N/C=C/c2ccc(Cl)cc2)cc1,-5%,0.1,47,-8%,-7%,8,3,3.2%,i,-31,-3.0%,1%,
CC(C)(C)NC(=O)C(c1ccccc1)N(C(=O)c1csnn1)C1CC1 (stereo not given),-2%,-1.4,95,15%,-11%,38,6,0.6%,i,-1,-0.3%,-2%,
C=C(C)c1cccc(C(C)(C)NC(=O)Nc2ncccn2)c1,-2%,0.8,55,14%,12%,2,13,2.8%,i,2,2.2%,-5%,
O=C1OC(CN2CCOCC2)CN1N=Cc1ccc([N+](=O)[O-])o1 (stereo not given),nt,2.1,62,nt,nt,nt,nt,0.8%,nt,nt,-15%,-1%,
Cc1c(Cl)cccc1NC(=S)N1CCN(Cc2ccc3c(c2)OCO3)CC1,-3%,6.0,82,-2%,-24%,6,7,2.5%,i,-1,0.1%,4%,
C/C(=N\NC(=O)c1c(C)nc2ccccn12)c1ccc(O)cc1O,-5%,0.0,56,5%,22%,nt,nt,-1.6%,nt,nt,-0.5%,-11%,
O=C(NNC(=S)NC(=O)c1ccccc1)c1cccnc1,-8%,-0.1,60,-9%,-14%,nt,nt,-0.8%,nt,nt,1.0%,0%,
Cc1ccc(C(=O)N2CCN(c3ncnc4c(C)csc34)CC2)cc1,-6%,3.7,56,0%,-6%,nt,nt,0.6%,nt,nt,0.9%,-6%,
COc1ccc(OC)c(S(=O)(=O)Nc2ccc(OCC(=O)O)cc2)c1,-2%,-4.4,75,20%,-5%,7,3,0.8%,i,-5,0.6%,11%,
COc1ccc(OC2C(=O)N(c3ccc(F)cc3)C2c2ccc(OC)c(OC)c2)cc1 (stereo not given),2%,1.6,60,2%,-1%,10,-2,0.8%,i,26,4.8%,-2%,
Nc1ccc2nc(NC(=O)C3CCCCC3)sc2c1,-1%,-1.3,81,5%,-2%,-10,-13,1.9%,i,7,0.2%,-1%,
Cc1ccccc1C(=O)Oc1ccc(Br)cc1C(=S)N1CCCC1,-6%,2.2,45,0%,-14%,3,10,2.5%,i,-4,-0.1%,1%,NS5 inhibitors pilot replicate=-1.1
Cc1nc(Oc2ccc(S(=O)(=O)N3CCOCC3)cc2Cl)c2c3c(sc2n1)CCCC3,13%,7.7,42,11%,22%,-15,-10,15%,i,-3,0.8%,3%,
CCc1c(C(C)S(=O)(=O)c2ccc(C)cc2)[nH]c(=O)n1-c1ccc(C)cc1 (stereo not given),2%,1.6,52,-4%,-41%,-20,-8,-0.1%,i,11,0.4%,-6%,
O=C(NCCN1CCOCC1)/C(=C\c1ccccc1Cl)NC(=O)c1ccccc1,-6%,0.0,71,4%,10%,nt,nt,-0.1%,nt,nt,-0.1%,4%,
COc1cccc(NC(=O)C(OC(=O)/C=C/c2ccc3c(c2)OCO3)c2ccccc2)c1 (stereo not given),9%,1.5,81,-13%,18%,35,26,1.5%,i,2,0.1%,-10%,NS5 inhibitors pilot replicate=-4.2
O=C(COc1ccccc1)Nc1ccc2[nH]c(=O)[nH]c2c1,-7%,-0.8,78,-21%,0%,-14,-1,43%,i,1,-0.3%,10%,
COc1ccccc1N1C(=O)C2C3C=CC(CC3)C2C1=O (stereo not given),-10%,-0.9,34,0%,34%,nt,nt,1.9%,nt,nt,-0.2%,-5%,
CCn1nc(C(=O)OCc2cccc(S(=O)(=O)N(C)C)c2)c2ccccc2c1=O,-3%,1.4,62,-10%,4%,nt,nt,-1.4%,nt,nt,-0.1%,-8%,
Cc1ccccc1C(=O)NCc1nnc(SCC(=O)N2c3ccccc3Sc3ccccc32)n1C,3%,-0.9,66,23%,-7%,2,13,-0.1%,i,-5,-0.4%,2%,
Cc1ccc(-c2nn(C)c(=O)c3ccccc23)cc1CNC(=O)c1ccco1,-5%,-0.1,53,-10%,-4%,-5,2,-0.4%,i,4,0.6%,-5%,
CCOC(=O)C(=O)C1=C(N2CCOCC2)/C(=C\c2ccc(F)cc2)CC1,4%,-1.7,96,0%,-4%,2,7,0.3%,i,14,-0.1%,-11%,
COc1cc(S(=O)(=O)N2CCCCC2)ccc1NC(=O)Cc1ccccc1,0%,0.1,55,5%,32%,9,9,0.1%,i,-8,4.9%,-5%,
CCOC(=O)C1CCN(C(=O)CC(NS(=O)(=O)c2ccc(OC)cc2)C(C)C)CC1 (stereo not given),-6%,2.3,63,-11%,4%,17,11,0.4%,i,-1,0.0%,-2%,
COc1cc(/C=C/c2cc[n+](C)cc2)ccc1OCC(=O)Nc1ccccc1,-8%,1.4,43,1%,31%,nt,nt,1.5%,nt,nt,-0.1%,-6%,
Cc1ccccc1OC(C)C(=O)N1CCN(c2ccccn2)CC1 (stereo not given),-10%,0.6,53,-4%,4%,nt,nt,0.7%,nt,nt,2.4%[50 µM],0%,
CC(=O)N1CCOc2cc(S(=O)(=O)N3CCN(c4ccccc4)CC3)c(Cl)cc21,-5%,2.6,57,0%,13%,nt,nt,3.7%,nt,nt,5.3%,1%,
COc1c(Br)cc(Br)cc1/C=N/NC(=O)c1ccncc1,-5%,1.1,52,-1%,12%,-20,-16,3.2%,i,-13,0.3%,-2%,
Cc1ccc(-c2ccc(/C=N/NC(=O)c3ccccc3O)o2)cc1,-1%,8.6,56,1%,8%,nt,nt,-1.2%,nt,nt,-0.8%[50 µM],nt,
Cc1cc(NC(=O)CCl)n(-c2nc3ccccc3s2)n1,-2%,4.1,87,-1%,3%,-31,7,-0.3%,i,2,0.2%,0%,
Cn1c(C(=O)NCc2cccnc2)cc2sc(Cl)cc21,-3%,3.7,81,-8%,11%,-10,-19,-1.8%,i,13,7.7%,-2%,
Cn1c(SCc2cccc3ccccc23)nnc1-c1ccco1,10%,1.3,42,-1%,-2%,8,-12,46µM*,i,-7,0.0%,-3%,
COc1ccc(C(=O)N/C(=C\c2ccccc2)C(=O)NCc2cccnc2)cc1,-6%,-1.3,47,7%,5%,nt,nt,0.2%,nt,nt,0.1%,6%,
CC(C)n1nc(C(=O)Nc2cccc(S(=O)(=O)NCc3ccco3)c2)c2ccccc2c1=O,-1%,7.0,37,6%,8%,nt,nt,6.4%,nt,nt,0.2%,1%,
CC(=O)Nc1c2c(nn1-c1ccc(C)cc1C)CSC2,2%,0.8,53,2%,-10%,0,19,-0.5%,i,-7,0.5%,-2%,
CCOCCn1c(SC(C)C(C)=O)nc2c1c(=O)[nH]c(=O)n2C (stereo not given),-7%,3.0,47,-6%,2%,nt,nt,nt,nt,nt,1.4%,-2%,
Cc1cc(C)c(C(=O)CSc2n[nH]c(=O)n2C2CC2)cc1C,-9%,-2.6,86,-12%,-10%,-15,2,13%,i,10,2.5%,-2%,
Cc1cccc(N2C(=O)/C(=C\c3ccc(C(=O)O)cc3)c3ccccc3C2=O)c1,3%,1.0,58,-2%,25%,16,-2,2.0%,i,-8,1.0%,25%,
COc1ccc(CCN2CC(C(=O)Nc3nnc(Cc4ccccc4)s3)CC2=O)cc1OC (stereo not given),nt,1.4,65,nt,nt,nt,nt,0.8%,nt,nt,-0.9%,-12%,
CCC(CC)C(=O)c1c[nH]c(C(=O)NCc2ccco2)c1,2%,-1.6,73,-10%,30%,61*,18*,0.5%,i,-30,0.2%,-8%,
COc1ccc(CNn2c(-c3cccs3)nc3ccccc3c2=O)cc1OC,-1%,7.1,47,-7%,26%,-4,12,0.4%,i,8,2.7%,3%,
Cc1ccc(-c2csc3ncnc(Oc4ccc5c(C)cc(=O)oc5c4)c23)cc1,0%,4.8,38,-6%,24%,13,-13,9.9%,i,4,6.0%,-7%,
Cc1c(C)c2ccc(OCC(=O)NCCN3CCOCC3)cc2oc1=O,-9%,-0.3,59,2%,5%,nt,nt,-0.7%,nt,nt,1.9%,-7%,
O=C(O)Cc1csc2ccccc12,-17%,3.4,43,-5%,2%,-9,-1,1.4%,i,12,1.3%,9%,
COC(=O)c1ccccc1NC(=O)CSc1nnc(-c2cccnc2)n1N,4%,-2.3,54,-8%,4%,3,7,3.4%,i,25,-1.4%,-1%,
Brc1ccc2cccnc2c1,-8%,-0.9,54,5%,6%,13,16,1.0%,i,2,-0.2%[50 µM],-2%,
Cc1ccccc1C(=O)N1CCCC(N2CCN(Cc3ccc4c(c3)OCO4)CC2)C1 (stereo not given),-6%,0.4,56,-6%,3%,nt,nt,4.0%,nt,nt,1.2%[50 µM],-3%,
COc1ccc(NC(=O)N2CCC(NC(=O)c3ccco3)CC2)cc1,-6%,-2.1,89,5%,1%,nt,nt,0.4%,i,-3,0.7%,1%,
O=C(NCCc1ccccc1)c1cccc([N+](=O)[O-])c1,-12%,1.6,65,12%,-4%,-18,14,1.8%,i,8,1.1%,-8%,
CC(=O)N(CCc1ccccc1C)Cc1cc2cc3c(cc2[nH]c1=O)OCO3,-6%,0.2,41,12%,4%,-2,7,1.6%,i,-3,1.9%,-4%,

# More structures
SMILES,LYP inhibition,NTR1 ag,NTR1 ag cell count 20 µM,GPR35 arrestin U2OS,AID2073,WT yeast gro inh,WT yeast gro inh mutant strain,RSV CPE inhibition,Autophagy HCS,Autophagy HCS cell loss 18 h,K1F lysis inhibition,NS5 inhibitors,others
O=S(=O)([O-])C/C(=C\c1ccc(Cl)cc1)c1cc[n+](CCO)cc1,6%,0.6,50,8%,4%,-15,10,-1.3%,i,2,1.0%,8%,
COc1ccc(-n2cccc2/C=C2/NC(=O)N(c3cccc(Cl)c3)C2=O)cc1,-2%,-0.6,37,-7%,37%,9,13,1.4%,i,30,4.2%,2%,
COc1cccc(S(=O)(=O)NCc2ccc(C(=O)NCc3ccco3)cc2)c1,-1%,0.8,82,11%,0%,8,14,0.8%,i,-4,5.8%,-8%,
COc1ccccc1CN1CC(C(=O)NCc2cc(C(C)C)no2)CCC1=O (stereo not given),-8%,-0.7,62,8%,7%,nt,nt,0.5%,nt,nt,-0.1%,-3%,
N#CC1(Cc2ccc(Cl)cc2)c2ccccc2C=CN1C(=O)c1ccccc1 (stereo not given),2%,3.1,32,-12%,4%,0,18,1.0%,i,-4,1.7%,-8%,

# Filtered by structure, the entries above with a nitro group on carbon.
SMILES,LYP inhibition,NTR1 ag,NTR1 ag cell count 20 µM,GPR35 arrestin U2OS,AID2073,WT yeast gro inh,WT yeast gro inh mutant strain,RSV CPE inhibition,Autophagy HCS,Autophagy HCS cell loss 18 h,K1F lysis inhibition,NS5 inhibitors,others
O=C1OC(CN2CCOCC2)CN1N=Cc1ccc([N+](=O)[O-])o1 (stereo not given),nt,2.1,62,nt,nt,nt,nt,0.8%,nt,nt,-15%,-1%,
O=C(NCCc1ccccc1)c1cccc([N+](=O)[O-])c1,-12%,1.6,65,12%,-4%,-18,14,1.8%,i,8,1.1%,-8%,
